Compound activity deposited in PubChem BioAssay by several laboratories.
HSF1 inhib = HSF1 inhibitors in luciferase reporter cells, primary screen, cell-based, NIH3T3, luminescence | NIH3T3-HGL HSE-luciferase, MG132-induced, luminescence 8 h; stronger effect = lower value | activity change, negative = inhibition, % at 7.5 µM (by protocol) | 300,000 compounds, 0.77% hits;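 active = more than half of replicate wells show activity change below -50%, luminescence cut by over half; inconclusive = some wells, but at most half, below -50%; inactive = no replicate well below -50%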;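 also: luciferase reports HSF-1 transcriptional activity via heat shock element; 0% = median of DMSO wells and -100% = zero luminescence signal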
aSyn 5UTR inh = MLPCN primary screen, SNCA 5' untranslated region; alpha-synuclein 5'UTR reporter, inhibitor activity; inhibition, % (tested at 7.5 µM); 300,000 compounds, 0.82% hits; AID 1813, 2009; in the data active = inhibition above about 60%; inconclusive = no clear call, values can overlap the other calls;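 also: H4 neuroglioblastoma cells stably carrying SNCA 5'UTR luciferase fusion; 0% = DMSO wells and 100% = positive control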
KLF5 inh = KLF5 expression inhibitors, primary screen, DLD-1 cells, luminescence | inhibition, % at 5 µM | DLD-1 KLF5 promoter-luciferase reporter | 290,000 compounds, 0.23% hits;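 active = inhibition above a per-plate limit of that plate's mean compound inhibition plus 3 SD, cut at about 60% in these data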;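 also: 0% = DMSO wells and 100% = LY294002 at 200 µM; higher means less KLF5 promoter-driven luciferase light; inactives centre near -14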
IEC-6 cytotox = cytotoxicity in IEC-6 intestinal epithelial cells, primary screen, cytotoxicity control for KLF5 inhibitor project, cell-based, luminescence; IEC-6 cytotoxicity, luminescence viability; 290,000 compounds, 0.78% hits; AID 1825, 2009; inhibition, % at 5 µM; in the data active = inhibition above about 22%;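 also: 0% = plate median of test compound wells and 100% = cytotoxic reference compound wells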
HSF-1 act = HSF-1 activators, primary screen, NIH3T3-HGL cells, MG132 stress, luminescence, single point | 300,000 compounds, 1.7% hits | NIH3T3-HGL HSF-1 luciferase reporter, 8 h; 100% = twice DMSO control signal | activation, % at 9 µM;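 active = mean replicate activation of at least 50% with a set share of replicates each reaching 50%; inconclusive = only one of those two conditions met; inactive = mean below 50% and too few replicates reaching it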;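 also: 0% = median of the neutral control wells and 100% = twice that signal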
Platelet DG rel = inhibitors of platelet dense granule secretion, primary screen, cell-based, MLPCN, human platelets | inhibition, %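 (compounds screened at 7.5 µM in platelet-rich plasma)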 | 300,000 compounds, 0.22% hits | human platelet-rich plasma, SFLLRN dense granule ATP release, luminescence;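 active = mean replicate score, as percent of positive control, at or above 50; inconclusive = mean below 50 but at least one replicate at or above 50; inactive = mean and every replicate below 50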
GSK3A inh = blockers of GSK3A enzyme activity – biochemical, luminescence, cell-free homogeneous, HTS, primary screen; Glycogen synthase kinase-3 alpha (Homo sapiens), P49840; GSK-3 alpha kinase, ADP-Glo luminescence, 60 min; inhibition, % at 10 µM; 320,000 compounds, 0.1% hits; AID 2650, 2010;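 in the data active = inhibition above about 50%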;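 also: GST-tagged GSK-3 alpha with peptide substrate and 25 µM ATP; 0% = DMSO neutral wells and 100% = GW8510 positive control wells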
Target sequence (P49840 whole entry, looked up): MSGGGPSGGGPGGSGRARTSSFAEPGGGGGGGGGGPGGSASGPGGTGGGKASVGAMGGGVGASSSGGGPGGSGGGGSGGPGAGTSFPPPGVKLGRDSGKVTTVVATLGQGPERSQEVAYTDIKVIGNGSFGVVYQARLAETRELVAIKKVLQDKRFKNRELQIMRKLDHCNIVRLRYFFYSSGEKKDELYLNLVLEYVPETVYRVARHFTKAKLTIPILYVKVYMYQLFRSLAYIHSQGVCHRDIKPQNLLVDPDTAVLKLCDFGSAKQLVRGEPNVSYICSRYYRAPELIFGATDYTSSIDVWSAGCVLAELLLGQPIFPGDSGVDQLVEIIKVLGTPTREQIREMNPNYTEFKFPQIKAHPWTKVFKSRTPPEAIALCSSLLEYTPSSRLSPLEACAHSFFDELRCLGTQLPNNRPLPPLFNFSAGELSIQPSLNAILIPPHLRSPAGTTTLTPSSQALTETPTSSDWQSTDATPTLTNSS
DYRK1A inh = rat Dyrk1A kinase inhibitors, primary screen, biochemical, single point, plate reader; 310,000 compounds, 0.43% hits; AID 504441, 2011; inhibition, % at 12.5 µM; ADP-Glo luminescence, NFATc1 peptide; in the data active = inhibition above about 50%;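 also: plate controls were vehicle with enzyme for no effect and no enzyme for full effect; many of its hits are not listed in these tables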
HSP90 refold inh = HSP90 inhibitors, primary screen, cell lysate, luminescence; Heat shock protein HSP 90 (rabbit reticulocyte lysate; luciferase refolding); Rabbit reticulocyte lysate, luciferase refolding luminescence, 3 h; inhibition, % at 5.6 µM; 290,000 compounds, 0.91% hits; AID 1789, 2009;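 active = inhibition above the screen-wide mean plus 3 SD, computed separately per campaign, cut at about 16% in these data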;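 also: 0% = DMSO wells and 100% = 60 µM geldanamycin wells; inhibitors lower the luminescence because luciferase stays unfolded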
GSK3beta inhib = human GSK3beta kinase inhibitors, primary screen, biochemical, cell-free homogeneous, HTS; Glycogen synthase kinase-3 beta (Homo sapiens), P49841; GST-GSK3beta kinase, ADP-Glo luminescence, 60 min; stronger effect = lower value; activity score (negative = inhibition), % at 10 µM; 300,000 compounds, 0.038% hits;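 active = more than half of replicate wells score below -50%, meaning over 50% inhibition versus plate controls; inconclusive = some replicates but at most half score below -50%; inactive = no replicate scores below -50%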;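 also: 0% = median DMSO wells and -100% = median GW8510 positive control wells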
Target sequence (P49841 whole entry, looked up): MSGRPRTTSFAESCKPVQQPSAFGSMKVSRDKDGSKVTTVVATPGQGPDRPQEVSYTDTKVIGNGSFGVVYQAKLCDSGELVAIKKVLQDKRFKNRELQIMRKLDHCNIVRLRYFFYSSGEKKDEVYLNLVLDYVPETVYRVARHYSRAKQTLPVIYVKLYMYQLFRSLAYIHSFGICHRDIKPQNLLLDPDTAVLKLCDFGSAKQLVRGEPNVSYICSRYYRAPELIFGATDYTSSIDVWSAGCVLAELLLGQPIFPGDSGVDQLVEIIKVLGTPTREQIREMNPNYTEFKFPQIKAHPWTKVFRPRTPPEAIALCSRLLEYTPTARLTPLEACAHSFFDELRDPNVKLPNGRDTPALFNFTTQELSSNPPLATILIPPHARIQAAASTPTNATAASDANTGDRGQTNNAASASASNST
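Test system: GST-tagged human GSK3beta kinase, cell-free; evaluation: activity score scaled between in-plate DMSO and GW8510 controls; measured by: ADP-Glo luminescence; incubation: 60 min reaction, RT; benchmarks: DMSO and 20 µM GW8510; reagent: peptide substrate plus 25 µM ATP (final); medium: Tris/MgCl2 kinase buffer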
* hit, by the source's call; ? = inconclusive; . = no result given. An excerpt; rates above refer to the full screens.

SMILES	HSF1 inhib	aSyn 5UTR inh	KLF5 inh	IEC-6 cytotox	HSF-1 act	Platelet DG rel	GSK3A inh	DYRK1A inh	HSP90 refold inh	GSK3beta inhib
CC1(C)CC(O)(CNCc2ccc3c(c2)OCO3)CCO1 (stereo not drawn)	-3.4	18.5	-34.5	-0.5	-10.9	-1.1	0.3	-1.2	-3.4	3.9
COCCn1c(-c2ccccc2)nc2c(c(=O)c3ccccc3n2C)c1=O	15.6	8.6	10.3	4.1	18.4	0.0	0.0	.	-2.9	0.7
CC(C)OCCCNC(=O)C1CCC(CNS(=O)(=O)c2ccccc2)CC1 (stereo not drawn)	-5.1	16.7	-10.5	-4.4	3.4	-1.2	.	-1.5	-0.1	-1.4
Cc1[nH]nc2c1[C@@H](c1ccccc1[N+](=O)[O-])C(C#N)=C(N)O2	7.4	-39.0	-21.3	-12.9	2.4	-1.8	19.1	36.4	0.1	-47.5
CCOc1cc(C(=O)OCc2cccc(OC)c2OC)ccc1OCC(=O)N1CCOCC1	0.7	-3.6	.	.	13.0	7.0	-1.9	0.1	.	-0.4
CC(CC(=O)Nc1ccc(F)cc1)S(=O)(=O)c1ccc2c(c1)NC(=O)CO2 (stereo not drawn)	-5.8	-1.7	-23.6	0.0	-8.9	1.0	1.8	-4.5	0.2	-18.1
O=C(Nc1ccccc1-c1nnn(CC(=O)N2CCCc3ccccc32)n1)c1ccc(Cl)cc1	1.1	-40.1	-21.2	-1.4	11.7	4.4	0.0	-2.8	3.4	0.6
COc1ccc(S(=O)(=O)NCC(c2ccc3c(c2)OCO3)N2CCN(C)CC2)cc1OC (stereo not drawn)	-7.3	-10.2	.	.	-8.7	7.5	0.2	5.6	.	1.5
CCOC(=O)c1nc(N/N=C/c2ccccc2)sc1Br	2.7	-82.4	-86.6	-9.7	3.7	-1.5	0.5	.	21.1*	2.4
CC(C(=O)N1CCOCCOCCOCC1)N1C(=O)c2ccccc2C1=O (stereo not drawn)	6.4	-7.7	-17.8	0.4	15.9	-0.3	-0.6	-4.7	0.6	0.9
O=C(CCCl)Nc1nnc(SCC(=O)NC2CCCC2)s1	-3.8	-8.5	-2.8	-3.6	-7.5	-9.8	1.2	2.1	-0.7	-0.6
CCNC(=O)OCCC12CC3CC(CC(C3)C1)C2	.	.	13.5	3.4	.	.	-0.8	-8.8	0.6	.
O=[N+]([O-])c1cccc(Nc2c([N+](=O)[O-])ccc3nonc23)c1	-0.9	31.3	-7.7	-3.2	5.0	7.5	-1.4	-2.1	-0.1	-1.3
CC(NC(=O)c1nn(C)c2c1CS(=O)(=O)c1ccccc1-2)c1ccccc1 (stereo not drawn)	-1.9	16.8	-25.9	-7.8	5.1	1.3	-5.4	.	-6.1	1.1
CCNc1nc(NCC)n2c(SCC(=O)Nc3ccccc3Cl)nnc2n1	-3.9	-8.1	.	.	-1.4	8.9	.	-7.9	.	1.5

Some values from the list:
For aSyn 5UTR inh, CC(CC(=O)Nc1ccc(F)cc1)S(=O)(=O)c1ccc2c(c1)NC(=O)CO2 (stereo not drawn) reads -1.7
For GSK3A inh, CC(C(=O)N1CCOCCOCCOCC1)N1C(=O)c2ccccc2C1=O (stereo not drawn) reads -0.6

Next part.
SMILES	HSF1 inhib	aSyn 5UTR inh	KLF5 inh	IEC-6 cytotox	HSF-1 act	Platelet DG rel	GSK3A inh	DYRK1A inh	HSP90 refold inh	GSK3beta inhib
COc1ccccc1CN1CCCC(C(=O)N2CCCCC2)C1 (stereo not drawn)	-7.4	-31.0	2.1	-2.9	9.3	-7.7	-1.2	.	1.8	3.6
Cc1ccc(NC(=O)c2noc3c2CC(C(C)(C)C)CC3)cc1 (stereo not drawn)	2.8	-13.7	-12.0	-8.6	-2.6	-2.8	.	1.2	3.8	3.4
O=C(NC(NC1CCS(=O)(=O)C1)C(=O)c1cccs1)c1ccccc1 (stereo not drawn)	-5.5	7.9	-0.2	5.2	4.8	-24.0	.	.	-0.3	3.5
O=C(NCCN1CCCCCC1)C1CCC(CNS(=O)(=O)c2cccc3cccnc23)CC1 (stereo not drawn)	19.2	1.8	-9.0	-5.4	25.9	-3.1	-2.7	7.8	-1.1	4.1
COc1cc(OC)cc(C(=O)Nn2cc(C(=O)Nc3ccc(F)cc3F)c3ccccc3c2=O)c1	6.8	-20.9	14.8	10.9	-5.9	-0.1	-1.0	5.6	-0.3	4.7
CC(=O)N1CCOc2cc(S(=O)(=O)N3CCN(c4ccccc4)CC3)c(Cl)cc21	6.7	11.8	1.8	2.9	-9.7	2.2	-2.4	3.6	1.8	-2.7
O=C(CN(Cc1ccco1)C(=O)CNS(=O)(=O)c1ccc(F)cc1)NCc1ccccc1	4.8	14.0	-5.6	-2.8	21.2	-2.9	-2.0	2.9	0.2	5.7
Cc1cc(C)cc(NC(=O)C(OC(=O)Cn2cnc3c2c(=O)n(C)c(=O)n3C)c2ccccc2)c1 (stereo not drawn)	4.1	7.7	.	.	-1.5	1.3	-1.5	9.8	.	0.3
O=C(NC(=S)NCCCN1CCOCC1)c1cccc2ccccc12	13.5	6.5	-15.7	-1.3	29.0	-2.1	1.5	0.3	-1.1	3.1
CC1CCCC(C)N1C(=O)CSc1nc2ncnc(N)c2[nH]1 (stereo not drawn)	.	4.9	-12.3	1.3	.	-2.5	1.7	0.1	2.5	-2.8
COCCN(Cc1ccccc1)C(=O)Cc1ccc(OC)c(S(=O)(=O)N2CCOCC2)c1	6.4	0.8	.	.	10.5	24.1	-3.1	2.8	.	0.6
O=C(NC1CCN(Cc2ccccc2)CC1)c1c(Cl)cccc1Cl	-1.7	-3.1	-18.8	2.8	-8.9	-5.3	-0.8	0.0	4.9	1.3
Cn1c(=O)c2c(nc(Br)n2CCSc2ncccn2)n(C)c1=O	0.9	2.2	-17.2	-0.5	7.1	1.3	.	7.6	-0.1	3.5
Brc1ccc(/C=N/N2CCN(C3c4ccccc4-c4ccccc43)CC2)s1	-2.2	-8.3	-32.9	2.7	0.9	-11.4	-1.0	4.4	-0.7	2.3
CC(=O)N1c2c(cc(Br)cc2S(=O)(=O)N2CCN(c3ccccc3F)CC2)CC1C (stereo not drawn)	-8.6	11.7	-14.9	7.1	-7.9	-2.7	0.3	-2.9	-2.1	-3.6
Cc1c(NC(=O)OCc2ccccc2)c(=O)n(-c2ccccc2)n1C	-0.9	6.3	-10.5	-3.7	4.7	9.1	-0.7	2.3	-1.5	0.3
CCOC(=O)N1CCN(C(=O)CN(c2ccccc2OC)S(=O)(=O)c2ccc(OC)cc2)CC1	-8.1	16.7	-23.5	-2.7	-3.9	-46.2	-0.2	-9.4	1.7	-1.8
CCc1nc(N2CCN(C(=O)c3ccccc3)CC2)c(C#N)c2c1COC(C)(C)C2	.	.	-27.8	2.6	.	.	-0.5	6.1	2.9	.
CCOC(=O)c1ccc(Nc2ccc([N+](=O)[O-])cn2)cc1	7.1	-57.8	-13.2	-1.6	37.2	17.7	-4.5	9.7	-5.0	2.1
CC1CN(c2ccccc2)C(=O)CS1 (stereo not drawn)	-3.5	28.7	0.3	-1.8	-6.2	0.8	-0.6	-0.8	-2.0	3.3
COc1cccc(N2CCN(C(=O)c3ccc(CSc4nc5ccncc5[nH]4)cc3)CC2)c1	-3.4	0.7	-0.2	1.8	0.7	-2.4	-0.4	19.7	4.8	0.4
Cc1cc(C(=O)O)sc1C	-1.5	-3.6	9.5	-6.6	16.0	4.2	-2.4	-7.6	-1.0	2.1
COc1ccc(-c2c(-c3ccc4c(c3)OCO4)noc2C)cn1	-36.8	20.3	-31.4	4.7	-50.8	-4.3	0.8	6.9	1.9	1.1
O=C(NCc1ccccc1)C(c1cccnc1)N(C(=O)c1ccccn1)c1ccccc1F (stereo not drawn)	4.6	18.0	-8.6	1.5	11.1	?	3.9	2.0	0.8	-1.8
O=c1[nH]c(CN2CCc3ccccc3C2)nc2ccccc12	18.1	-41.3	-11.0	1.9	24.2	5.0	3.2	-0.8	-0.9	2.5
COc1ccc(NC(=O)c2cncn2-c2ccccc2)cc1	-2.4	2.2	3.9	-1.1	1.3	-1.4	0.1	3.9	-7.7	2.6
CCOc1ccc(-n2c(Cc3cc(=O)[nH]c(=O)[nH]3)nnc2SCC(=O)NC2CCCC2)cc1	.	.	-2.4	5.2	.	.	.	-5.6	2.1	.
CCOC(=O)c1cccc(NC(=O)c2ccco2)c1	10.6	-76.8	-25.6	5.8	1.3	1.3	-1.1	28.1	4.9	-12.4
CN1C(=O)S/C(=C\c2ccccc2OCc2ccc(C(=O)O)cc2)C1=O	4.3	16.4	11.9	2.4	3.2	1.5	3.7	-1.0	2.7	-0.7
Cc1cc(-c2ccccc2)nc(N(C)N)c1S(C)(=O)=O	-4.2	-10.1	14.9	6.8	-0.2	-2.9	3.0	-2.1	1.3	1.8
Cc1nc2c(cc1C(=O)N/N=C/c1ccc([N+](=O)[O-])cc1)c(=O)n(C)c(=O)n2C	5.6	-8.2	15.5	0.2	8.1	-9.4	-1.3	-0.4	-7.5	2.3
CSc1ccc(S(=O)(=O)NCC(=O)OCC(=O)NCc2ccco2)cc1[N+](=O)[O-]	-2.9	14.6	.	.	-13.0	0.5	-3.4	16.1	.	0.9
CCN1CCN(c2nc3c(C)cccn3c(=O)c2C=C(C#N)C#N)CC1	-1.8	13.0	17.6	0.8	-2.6	-2.1	2.1	0.4	-2.9	3.8
Cc1ccc(OCn2c(=O)sc3ccccc32)cc1	32.2	-157.5	-8.2	4.1	43.1	19.4	-2.9	0.9	1.1	0.0
O=C(Nc1ccccc1Cl)C1CCCN1C(=O)OCc1ccccc1 (stereo not drawn)	2.0	13.9	-19.8	-1.7	-1.5	6.1	-2.0	-15.6	-0.8	-2.1
CCCCc1c(O)nc(SCC(=O)N2CCCCCC2)[nH]c1=O	1.3	7.6	-13.8	-9.6	0.4	-1.0	-0.1	-3.5	-4.3	-22.0
Cc1cc(C(F)(F)F)n(-c2nc(C(=O)NNS(=O)(=O)c3ccccc3[N+](=O)[O-])cs2)n1	-1.6	11.5	3.4	-1.0	3.2	-1.3	2.6	41.3	-1.2	0.9
O=S(=O)(Nc1ccc2c(c1)nc1n2CCOC1)c1ccccc1	-4.3	-3.0	9.6	-2.7	-11.7	6.2	-1.8	12.8	2.7	2.1
O=C(COC(=O)[C@@H]1CCCN1C(=O)c1cccs1)Nc1ccc(F)cc1[N+](=O)[O-]	1.3	-29.3	-29.7	1.9	9.6	-15.2	-42.0	.	2.9	5.5
